Screening data (PubChem)
M17LAP inhibition: P. falciparum M17LAP inhibitors, primary screen, biochemical, fluorogenic H-Leu-NHMec substrate, 1536-well (AID 1619); 220,000 compounds, 0.38% hits; recombinant M17LAP, H-Leu-NHMec fluorogenic kinetic assay; higher % means a stronger effect; one-dose inhibition, % at 30 µM; IC50 in µM for titrated hits;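 active = compound inhibiting the enzyme by more than half at any dose during confirmatory dose-response retesting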;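 also: plate controls were full reaction with DMSO carrier for no effect and no enzyme background for full effect; strong numbers were not always called active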
NOD1 NF-kB reporter: inhibition of NOD1-driven NF-kB reporter – cell-based, luminescence, uHTS, primary screen (AID 1578); NOD1-driven NF-kB luciferase reporter cells, luminescence; higher % means a stronger effect; inhibition, % at 4 µM; hits with a dose series show EC50 in µM; 290,000 compounds, 1% hits; in the data active = inhibition mostly above about 36%, no sharp cut-off; inactive = mostly below about 34%;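 also: HEK-293T reporter cells stimulated with the NOD1 agonist gamma-tri-DAP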
Dynein cargo inh: blocks dynein driven cargo transport along microtubules; 3617.4 mouse cells, GR-EGFP nuclear translocation imaging; test concentration mostly 20 µM; stimulated with dexamethasone, 1 µM; stronger effect = lower value; AID 1381; 220,000 compounds, 0.47% hits; z-score, hits read low;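 active = plate z-score of nuclear minus cytoplasmic receptor signal below a set negative limit, without overly bright fluorescence or cell loss, cut at about -3.5 in these data, passing the limit was not always enough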;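 also: z-score of nuclear minus cytoplasmic ring GR-EGFP intensity difference per well; some compounds called inactive have numbers as strong as hits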
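medium = tetracycline-free induction medium containing charcoal-stripped FBS | probe or stimulus = dexamethasone, 1.0 µM final | timing = 48 h induction, then 1 h compound, then 30 min agonist, 37 °C | detection = automated 10x imaging of fixed Hoechst-stained cells | read-out basis = nuclear versus cytoplasmic GR-EGFP signal, averaged per well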
b-catenin transl: beta-catenin nuclear translocation modulation; HeLa beta-catenin nuclear translocation, immunofluorescence imaging; nuclear translocation activity, % at 5 µM; 190,000 compounds, 0.3% hits;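 active = nuclear translocation activity above 50% at 5 µM, with a well cell count of 50 or more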;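 also: per-cell ratio of nuclear to cytoplasmic median beta-catenin stain intensity; plate controls were DMSO negative control for no effect and GSK-3 inhibitor IX positive control for full effect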
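Test system: human HeLa cells, native beta-catenin. Compound dosing: 5 µM primary single dose, 0.1% DMSO, 0.02–20 µM confirmation series. Incubation: compound exposure 24 h at 37°C. Detection: beta-catenin immunostaining with DAPI counterstain, 20x imaging, 6 fields/well. Read-out basis: Nuclear/cytoplasmic beta-catenin signal ratio, % activation.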
MT stabilize HCS: microtubule stabilization, imaging screen. AID 2205. 200,000 compounds, 0.83% hits. % tubulin-high responders, % at 10 µM. HeLa tubulin immunostaining HCS, 24 h; share of cells brighter than vehicle mean+2SD;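 active = plate Z-score above 3 for both tubulin-high and condensed-nucleus cell shares, with cell loss under 80%, at 10 µM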;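 also: anti alpha tubulin signal scored within the nucleus-defined area of each cell; some results filed as inactive read as strong as hits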
Yfh1-off respiration: enhancers of respiration in Yfh1-depleted yeast, dose response, Friedreich's ataxia, plus single-dose screen (AID 1465). S. cerevisiae Yfh1-off respiration, WST-1 reduction, 72 h; higher fold induction means a stronger effect. fold induction at 50 µM, or EC50 in µM where a hit was titrated. 220,000 compounds, 0.074% hits;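 active = fold induction of absorbance versus untreated yeast above a set limit, then at least 30% activation at any dose in follow-up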;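 also: activators that raise dye reduction in frataxin-depleted yeast; strong numbers were not always called active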
NOD2 inhibition: NOD2 signaling inhibitors, cell-based, luminescence, uHTS, HEK293 (AID 1566). HEK293 NOD2/NF-kB luciferase reporter, luminescence; higher % means a stronger effect. 290,000 compounds, 0.63% hits. inhibition, % at 4 µM; hits with a dose series show EC50 in µM; in the data active = inhibition above about 50%; also: many of its hits are not listed in these tables
Ins promoter up: MIN6 insulin promoter up-regulation | MIN6 insulin promoter-GFP reporter, high-content imaging; stronger effect = higher value | 190,000 compounds, 0.3% hits | z-score at 5 µM;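 active = z-score above 3 at 5 µM with at least 500 cells counted in the well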
Autophagy HCS: alters autophagy in cells | MEF GFP-LC3 puncta imaging; test concentration mostly 10 µM | calls only at 10 µM (by protocol) | 190,000 compounds, 0.98% hits | AID 463193;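 active = percentage of spot-positive cells more than 3 SD above its plate mean, without a fluorescence outlier flag or 80% toxicity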;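 also: spot-positive cell cutoff set from DMSO-treated cells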
Dynein cargo inh cytoplasmic EGFP: also measured in Dynein cargo inh; calls as there; z-score; measured here: cytoplasmic GR-EGFP intensity; stronger effect = higher value
Dynein cargo inh nuclear GR-EGFP: recorded beside Dynein cargo inh, whose call it bears; z-score; measured here: nuclear GR-EGFP intensity;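 lower value marks the stronger effect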
Dynein cargo inh cell count: also measured in Dynein cargo inh; calls as there; z-score; measured here: cell count per field
Ins promoter up cell count: further read-out of Ins promoter up, marked with its call; cell count; measured here: cytotoxicity, nuclei count;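 total cells summed across four imaged fields per well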
b-catenin transl cell count 5 µM: further read-out of b-catenin transl, marked with its call; cell count; measured here: cell count, cytotoxicity flag
MT stabilize HCS Hoechst-high %: also measured in MT stabilize HCS; calls as there; % Hoechst-high responders; measured here: nuclear condensation Hoechst responders;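 share of cells brighter than vehicle mean plus two SD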
MT stabilize HCS cytotoxicity %: second read-out of MT stabilize HCS, no call of its own (marks repeat the call); toxicity, %; measured here: cytotoxicity by cell density;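 0% = mean cell density of plate MIN control wells and 100% = no cells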
Autophagy HCS cell loss 18 h: also measured in Autophagy HCS; calls as there; toxicity, %; measured here: cell loss, nuclei count;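 cell loss after 18 h compound exposure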
* marks the source's active call; other numbers are inactive results; i = inactive; x = not tested or not shown. Not all compounds are listed; the hit share may differ from the screen's.

SMILES	M17LAP inhibition	NOD1 NF-kB reporter	Dynein cargo inh	Dynein cargo inh cytoplasmic EGFP	Dynein cargo inh nuclear GR-EGFP	Dynein cargo inh cell count	b-catenin transl	b-catenin transl cell count 5 µM	MT stabilize HCS	MT stabilize HCS Hoechst-high %	MT stabilize HCS cytotoxicity %	Yfh1-off respiration	NOD2 inhibition	Ins promoter up	Ins promoter up cell count	Autophagy HCS	Autophagy HCS cell loss 18 h
COc1cccc(-c2nnn(CC(=O)NC3CCCC3)n2)c1OC	13%	-20%	-0.46	-0.19	-0.13	0.045	0.0	1103	2.5	2.6	5.1	i	16%	0.02	1228	i	-14
Cc1ccc2c(COC(=O)c3n[nH]c4ccccc34)cc(=O)oc2c1	8%	-106%	-0.11	-0.29	0.77	0.4	2.7	1151	1.9	2.6	3.9	i	-88%	0.12	1161	i	8
O=C(COC(=O)Cc1ccc2c(c1)OCCO2)Nc1ccc(S(=O)(=O)N2CCCC2)cc1	-9%	-18%	-0.37	-0.13	0.4	1.2	-0.6	1214	1.5	1.2	5.8	i	10%	x	x	i	39
O=C(Nc1nnc(COc2ccccc2F)s1)Nc1ccccc1F	-6%	-1%	0.37	-0.76	-0.13	-0.34	-0.8	1370	x	x	x	i	-50%	1.5	999	x	x
CCOC(=O)c1c(NC(=O)c2ccc(Cl)s2)sc(C)c1C	x	-45%	x	x	x	x	0.5	1054	x	x	x	i	18%	1.2	1865	x	x
O=c1[nH]c2ccccc2n1CCCSc1cnc2ccccc2n1	9%	60%	2	-0.03	2	-2.2	x	x	2.1	0.5	28	i	25%	0.01	1351	i	8
CCOC(=O)Cc1csc(NC(=O)c2cc3ccccc3o2)n1	7%	-10%	-1.1	-0.34	-0.2	1.1	-0.6	1028	3.9	2.7	6.0	i	-13%	0.05	1287	i	-9
CCC1CCCCN1C(=O)COc1ccc(F)cc1 (stereo not given)	6%	-38%	0.26	-0.2	0.029	-1.1	-1.1	1117	1.6	1.4	0.7	i	4%	-0.27	1478	i	6
O=C(Cn1cnc2cc([N+](=O)[O-])ccc2c1=O)NCc1ccccc1	3%	-19%	0.059	-0.33	-0.032	1.3	-2.3	1098	5.1	2.4	6.4	i	3%	0.58	1585	i	14
CC1=CC(C)(C)[N+](C)(C)c2ccc(C)cc21	-1%	-12%	-0.016	-0.34	-0.33	0.33	0.6	1446	3.5	2.1	9.8	i	4%	-0.54	1237	i	-8
COc1ccc(C2CC2/C(=N/O)c2ccccn2)cc1 (stereo not given)	5%	-13%	0.086	-0.37	-0.53	0.66	-1.1	1088	2.9	1.9	2.9	i	-37%	-0.64	1329	i	0
CN(C)C(=O)c1c([N+](=O)[O-])ncn1C	5%	-38%	0.87	-0.25	0.13	-0.39	-2.8	549	4.1	2.3	1.6	i	5%	0.2	1186	i	-1
CCOc1ccccc1NC1=C(Cl)C(=O)N(Cc2ccccc2)C1=O	-3%	44%	-0.66	0.43	-0.063	0.47	-2.7	1196	3.9	2.3	4.6	i	-17%	-1.1	915	i	-12
Cc1nn(C)c(Cl)c1NC(=O)OCc1ccccc1	3%	-10%	x	x	x	x	-4.0	1081	2.0	1.9	5.7	i	18%	0.22	1660	i	-1
CCOC(=O)CC1C(=O)NCCN1C(=O)NC1CCCCC1 (stereo not given)	-10%	16%	-0.6	0.13	-0.25	1.6	-3.3	1197	3.1	1.3	1.1	i	16%	x	x	i	0
CCOC(=O)c1c(NS(C)(=O)=O)sc2c1CCC(C)C2 (stereo not given)	8%	-17%	-0.4	-0.22	-0.21	0.41	-7.4	1022	1.2	1.2	11	i	-4%	0.13	1602	i	-10
Nc1c2c(nc3c1CCC3)CCCC2	-1%	-7%	x	x	x	x	-0.8	1037	x	x	x	i	-24%	0.64	1407	x	x
Cc1cccc(C)c1NC(=O)C(=O)NCCOc1ccc(Cl)cc1	-6%	-1%	0.02	-0.2	-0.25	0.69	-0.2	1320	1.2	1.5	7.9	i	8%	-0.15	1575	i	3
COc1ccc(N2CCn3c2nc2c3c(=O)n(CCCc3ccccc3)c(=O)n2C)c(OC)c1	0%	50%	-0.09	-0.055	0.25	-0.11	-3.4	863	5.7	2.8	9.0	i	2%	0.59	630	i	12
C/C(=N\NC(=O)CCc1ccccc1)c1ccc(Br)cc1	1%	-29%	0.84	-0.32	0.64	-0.53	-1.4	1065	4.6	3.5	4.3	i	12%	-0.94	1298	i	9
Cc1nc2n(n1)CC(O)CS2 (stereo not given)	3%	3%	-0.43	-0.19	-0.087	0.31	0.6	1150	3.0	2.5	6.7	i	-4%	-0.67	1157	i	-7
CSc1ccc(C2CC(=O)Nc3c2c(=O)n(C)c(=O)n3C)cc1 (stereo not given)	-1%	1%	-0.78	-0.21	-0.046	0.24	0.2	1372	x	x	x	i	7%	0.13	1113	x	x
Cc1nc(CCNC(=O)COc2ccccc2)cs1	9%	x	1.6	-0.045	1.1	-1.1	0.0	1141	2.6	3.8	2.6	i	3%	0.45	1767	i	25
CSc1ccccc1NC(=O)CN(c1cccc(C)c1)S(C)(=O)=O	5%	6%	-1	-0.19	-0.24	1.1	5.9	697	2.9	2.0	0.1	i	-4%	-0.16	1124	i	23
COc1ccc(-c2nsc(SCC(=O)NCC3CCCO3)n2)cc1 (stereo not given)	5%	-48%	-0.19	-0.017	-0.0053	0.022	1.2	1069	2.6	2.2	1.2	i	-14%	-0.06	1109	i	2
O=[N+]([O-])c1cc(/C=N/OCc2c(Cl)cccc2Cl)ccc1N1CCOCC1	-1%	8%	-0.029	-0.1	0.34	1.1	-1.5	1062	2.8	2.3	9.6	i	7%	0.33	1989	i	17
COc1ccc(CC(=O)Nc2ccc(NC(=O)c3ccccc3F)cc2)cc1	x	-37%	1.1	-0.086	1.3	-1.2	-0.2	1014	2.5	2.0	2.6	i	5%	-0.02	1489	i	-2
O=C(Nc1ccc(O)c(-c2nc3ccccc3o2)c1)C1(c2ccc(Br)cc2)CCCC1	-10%	6%	-1	-0.12	-0.66	0.85	4.5	1018	4.9	2.2	0.2	i	12%	-0.81	1407	i	11
CC(C)CCNC(=O)c1ccc2nc[nH]c2c1	3%	-6%	-0.45	-0.2	-0.23	0.37	-3.0	1253	1.1	1.4	4.0	i	18%	-1.2	920	i	-15
COc1ccc(S(=O)(=O)N2CC(O)CC2C(=O)OCc2nc3sc(C)c(C)c3c(=O)[nH]2)cc1 (stereo not given)	-3%	-25%	-1.1	-0.25	-0.97	1.3	-1.2	573	3.1	2.5	7.9	i	-4%	0.62	1312	i	-9
C=CCn1c(N)cc(=O)nc1SCC(=O)N(c1ccccc1)c1ccccc1	3%	-10%	0.3	-0.081	0.17	-0.035	5.3	690	2.6	1.6	3.0	i	12%	0.97	1591	i	29
CC(=O)Nc1sc2c(c1C(N)=O)CCCC2	-16%	6%	1.2	-0.18	-0.47	-0.36	-1.5	1403	2.9	1.7	3.6	i	6%	-0.2	1499	i	-5
CCOC(=O)c1c(N2C(=O)C3C4C=CC(O4)C3C2=O)sc2c1CCCC2 (stereo not given)	-5%	-27%	0.35	-0.076	0.39	-0.099	0.7	1038	0.5	1.0	8.8	x	-1%	-0.18	1864	i	-1
O=C(O)C1CC(=O)N(Cc2cccnc2)C1 (stereo not given)	13%	-23%	-0.35	-0.2	-0.014	-0.051	-8.0	1011	2.4	2.4	9.6	i	-6%	-0.93	1306	i	-8
O=C(CSCc1c(Cl)cccc1Cl)Nc1ccc2c(c1)OCO2	0%	-41%	1.1	-0.062	0.6	0.63	x	x	3.0	3.1	9.5	i	-17%	-0.6	968	i	-3
CCc1nnc(SCC(=O)Nc2ccccc2)nc1CC	22%	10%	-0.95	-0.33	-0.43	0.53	-2.1	964	3.8	2.7	2.1	i	7%	-0.99	1338	i	7
COCC(=O)N1CCCC(C(=O)c2ccc3c4c(cccc24)CC3)C1 (stereo not given)	-49%	-14%	-0.6	-0.31	-0.3	0.59	0.9	938	1.1	0.4	2.5	i	11%	-0.16	1398	i	-1
CC(C)[C@H](NC(=O)c1ccco1)C(=O)OCC(=O)Nc1ccc(Cl)c(S(=O)(=O)N(C)C)c1	x	-2%	0.26	-0.74	-0.056	-0.68	0.1	1303	x	x	x	x	-4%	0.11	775	x	x
CCn1c(=N)c(S(=O)(=O)c2ccc(F)cc2)cc2c(=O)n3ccccc3nc21	-15%	12%	0.67	-0.17	0.41	-0.099	0.2	1420	2.9	2.7	1.3	i	-15%	0.83	1586	i	-16
Cc1nnsc1C(=O)Nc1cccc(Cl)c1C	-3%	-25%	-0.38	-0.3	-0.23	0.69	-1.1	1106	2.9	2.2	9.8	i	2%	1.8	1148	i	19
NC(=S)N/N=C1\CC(c2ccc3c(c2)OCCO3)Oc2ccc(F)cc21 (stereo not given)	-3%	-8%	-0.27	0.0077	-0.14	-0.06	0.6	1179	x	x	x	i	0%	0.42	1369	x	x
